CaV13 FRET inh: Disruptors of the CACNA1D IQ motif to Ca2+-dependent inactivation inhibitor domain association, primary screening, Förster resonance energy transfer in intact living … | HEK cells, CFP/YFP FRET ICDI-IQ, plate reader, 10 min; percent FRET-ratio fall versus neutral wells | inhibition, % at 12.3 µM | 0.098% of 340,000 active | AID 743397;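 active = mean replicate inhibition of at least 30% and at least 1% of replicates passing that level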;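 also: 0% = median of the neutral control wells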
HIF-2a inh: blocks HIF-2a reporter activity; inhibition, % at 18.8 µM; 0.72% of 360,000 active; 786-0 RCC cells HIF-2a reporter, luciferase luminescence, overnight; AID 624352;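 active = inhibition of the luminescence signal of 40% or more relative to plate controls, in a single-dose primary screen at 18.75 µM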
NR2E3 ag-1: activates human NR2E3 receptor. Q9Y5X4. CHO-S Gal4-NCOR/VP16-NR2E3 two-hybrid, luciferase. inhibition of corepressor binding, % at 3.98 µM. 0.35% of 360,000 active. AID 602229;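 active = inhibition above the mean of all tested compounds plus 3 SD, cut at about 70% in these data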;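 also: 0% = DMSO with NR2E3 transfected cells and 100% = cells lacking NR2E3 construct; higher means lower luciferase signal from less NR2E3 corepressor binding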
Target sequence (Q9Y5X4 whole entry, looked up, the tested form may be a part): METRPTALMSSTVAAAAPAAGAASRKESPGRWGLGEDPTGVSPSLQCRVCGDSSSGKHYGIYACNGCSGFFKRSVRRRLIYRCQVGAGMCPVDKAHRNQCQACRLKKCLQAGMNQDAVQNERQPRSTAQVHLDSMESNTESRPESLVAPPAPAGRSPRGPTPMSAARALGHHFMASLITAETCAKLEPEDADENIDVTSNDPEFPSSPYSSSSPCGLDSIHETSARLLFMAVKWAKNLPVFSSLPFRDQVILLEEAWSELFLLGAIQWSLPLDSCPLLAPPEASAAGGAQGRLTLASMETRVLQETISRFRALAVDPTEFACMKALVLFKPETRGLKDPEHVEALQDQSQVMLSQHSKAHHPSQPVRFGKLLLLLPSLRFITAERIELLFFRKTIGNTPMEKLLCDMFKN
PDI turbidity: inhibitors of human protein disulfide isomerase; PDI insulin aggregation turbidity, A650, 90 min; inhibition, % at 10 µM; 0.052% of 350,000 active;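 active = mean inhibition across replicates of 30% or more, whatever share of single replicates reach that level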;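 also: absorbance from insulin aggregation driven by PDI reduction with DTT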
Target sequence (P07237 whole entry, looked up): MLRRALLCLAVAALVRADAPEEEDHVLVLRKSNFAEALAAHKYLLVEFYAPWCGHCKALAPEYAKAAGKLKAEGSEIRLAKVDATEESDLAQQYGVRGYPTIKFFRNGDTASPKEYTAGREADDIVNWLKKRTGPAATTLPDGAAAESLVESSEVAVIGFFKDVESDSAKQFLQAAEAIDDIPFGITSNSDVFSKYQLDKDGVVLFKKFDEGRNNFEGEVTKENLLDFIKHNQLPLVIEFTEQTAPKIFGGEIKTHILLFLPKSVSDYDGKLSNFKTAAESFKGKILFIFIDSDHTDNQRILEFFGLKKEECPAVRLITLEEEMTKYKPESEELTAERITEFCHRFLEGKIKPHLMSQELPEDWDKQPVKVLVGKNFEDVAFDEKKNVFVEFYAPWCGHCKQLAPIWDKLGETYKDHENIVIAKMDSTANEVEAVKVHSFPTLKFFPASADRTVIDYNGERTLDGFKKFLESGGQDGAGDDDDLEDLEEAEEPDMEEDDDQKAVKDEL
Vif imaging: blocks HIV Vif function | HEK293T cells, Vif self-association by quenched fluorescence, imaging, 24 h | inhibition, % at 7.49 µM | 0.35% of 340,000 active | AID 602346; in the data active = inhibition above about 50%, passing the limit was not always enough; also: some results filed as inactive read as strong as hits
Peg3 promoter: reduces Peg3 promoter-driven luciferase expression in HeLa; HeLa PEG-Prom luciferase reporter, luminescence, overnight; inhibition, % at 20 µM; 1.7% of 360,000 active; AID 588405;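 active = inhibition of at least 50% at 20 µM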
iPSC survival up: hiPSC single-cell survival enhancement | ATPlite luminescence; 100% = ROCK inhibitor wells, 0% = DMSO | survival enhancement, % at 20 µM | 0.044% of 360,000 active | AID 602274; in the data active = survival enhancement above about 18%;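 also: cells exposed to compounds for 16 hours before the ATP read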
Granule exo inh: blocks lytic granule exocytosis; TALL-104 LAMP-1 surface exposure, flow cytometry; cells stimulated with thapsigargin and PMA; inhibition, % at 10 µM; 0.66% of 360,000 active;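 active = inhibition above about 55%, limit read from the data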
NR2E3 ag-2: agonists of human nuclear receptor NR2E3. GST-NR2E3/biotin-RetCOR TR-FRET, 1536-well. Q9Y5X4. inhibition of corepressor binding, % at 4.78 µM. AID 2300. 0.12% of 320,000 active;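 active = percent inhibition above the cutoff of mean plus 3 SD of all tested compounds, set per screening campaign, cut at about 20% in these data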;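 also: 0% = DMSO wells and 100% = biotin wells as full block of FRET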
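Material: NR2E3–RetCOR corepressor complex / Amount: 1.35 nM GST-NR2E3 / Medium: Tris pH 7.5 / Compound: single nominal compound dose of 4.8 µM / Incubation: 5 h at 4 °C / Technique: TR-FRET, Eu(K)-anti-GST donor, streptavidin-D2 acceptor, ex 340, em 617/671 nm / Read-out basis: percent loss of FRET ratio relative to control wells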
aDG glyco act: increases alpha dystroglycan glycosylation | Pro5-aDG cells, alpha-DG glycosylation AlphaScreen (IIH6); 0% Pro5, 100% B10-LARGE cell signal | activation, % at 10 µM | 0.22% of 360,000 active | AID 624168;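 active = activation of at least 8% versus controls, or a plate z-score of at least 8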;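 also: Pro5 are CHO cells carrying HIG-tagged alpha-DG that lacks glycosylation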
TRPM1 prom inh: reduces MITF-dependent TRPM1 promoter luciferase signal | SK-MEL-5 TRPM1 promoter luciferase, 24 h | inhibition, % at 12.5 µM | 0.83% of 330,000 active | AID 488899;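 active = mean inhibition across replicates of 60% or more, whatever share of single replicates reaches that level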; also: values of inactives mirror those of a sister screen read the other way
Active calls of the source: *; nt = no result given.

SMILES	CaV13 FRET inh	HIF-2a inh	NR2E3 ag-1	PDI turbidity	Vif imaging	Peg3 promoter	iPSC survival up	Granule exo inh	NR2E3 ag-2	aDG glyco act	TRPM1 prom inh
C#CC1(NC(=S)Nc2cccc(OC)c2)CCCCC1	-5	-38	-31	0	12	-9	-0.7	-10	nt	-0.2	nt
CC(=O)c1ccc(N2CCN(C(=O)c3ccc(NC4=NC5CS(=O)(=O)CC5S4)cc3)CC2)cc1 (stereo unspecified)	-5	-5	-13	nt	1	-6	-1.8	-4	-3	-0.1	nt
CCCCNC(=O)c1ccc2nc(CC)c(N(CC)CCOC)n2c1	-7	9	-1	3	8	-1	4.5	-1	nt	-0.1	nt
Cc1ccc(Cn2c(CCCO)nc3ccccc32)cc1	-5	-34	-35	-2	-10	-8	-0.6	5	4	0.0	-1
NC(=O)CC(NSc1ccccc1[N+](=O)[O-])C(=O)O (stereo unspecified)	nt	6	-18	nt	-4	-5	-1.1	-2	2	0.2	-5
Cc1cccc(N(C)S(=O)(=O)c2ccc3[nH]cc(C(=O)N4CCOCC4)c(=O)c3c2)c1	-1	9	-10	0	-6	2	-2.7	-3	4	0.1	-1
CN(C)c1ccc(C(=S)N2CCN(C(=S)Nc3ccc(Cl)cc3)CC2)cc1	-5	20	-13	5	-11	10	-1.3	-1	6	0.0	13
CC1(C)CC(=O)C2=C(C1)N(N1CCOCC1)C(N)=C(C#N)C2c1cccnc1 (stereo unspecified)	-5	10	-12	-1	3	17	-1.5	4	4	-0.1	4
COc1ccccc1N/C=C/c1onc(C)c1[N+](=O)[O-]	-5	-71	-31	-17	3	0	-2.8	-2	1	-0.4	6
Cc1ccc(NC(=O)Cn2ccsc2=N)c([N+](=O)[O-])c1	-7	-1	-12	3	0	-7	0.7	0	3	0.3	7
Cc1ccc(N(C)S(=O)(=O)c2nnc(NC(=O)c3ccco3)s2)cc1	-2	8	-4	-6	1	0	-0.4	-2	2	-0.3	9
O=C(NCCc1ccccc1)C1Cc2c(-c3ccc(Cl)cc3)ccnc2O1 (stereo unspecified)	-5	28	16	-3	-8	18	0.4	-2	nt	-0.1	nt
CCOC(=O)N1CCN(C(=S)Nc2ccccc2C)CC1	-2	19	-11	-1	1	13	0.9	-7	0	-0.2	4
CC(C)n1cnc2c(N(C)c3ccccc3)nc(N(CCN(C)C)Cc3ccccc3)nc21	-5	-10	37	-4	-20	39	-1.9	9	2	-0.2	-14
COc1cccc(CNC(=O)Cc2ccc(-c3ccccc3)cc2)c1	-5	-4	-33	6	13	18	2.0	29	0	-0.1	-15
CC(C)N=C1NN=C(c2cccs2)CS1	-2	-203	-64	1	6	-183	0.6	8	2	0.1	-35
O=c1ccn([C@@H]2O[C@H](CNCc3cccn3-c3nccs3)[C@@H](O)[C@H]2O)c(=O)[nH]1	-6	5	-2	nt	1	6	-0.7	8	nt	-0.1	nt
CCCC(CCC)=NNC(=O)c1ccccc1F	-5	-53	-77	-5	-1	-2	1.5	-4	2	0.7	-4
Cc1ccccc1C(=O)NNC(=O)c1ccc2nc[nH]c2c1	-2	-24	13	4	-1	-6	-0.5	2	1	-0.1	-3
O=C(NC1CCN(C(=O)c2cccs2)CC1)c1ccccc1	-4	22	-39	-6	7	3	-0.2	1	0	-0.1	4
C/C(=N\O)C(=O)NCCN1CCCCC1	-10	15	-15	-7	2	-4	-0.2	2	0	-0.2	0
CN1CCN(c2ccc(NC(=O)c3ccc(-c4ccc(Br)cc4)o3)cc2)CC1	10	-16	-20	-4	-2	89*	-4.2	76*	-5	-0.8	12
CC1Cc2ccccc2N1C(=O)COc1nc2ccccc2nc1N1CCOCC1 (stereo unspecified)	-4	1	-30	-15	2	14	0.2	-2	-1	-0.4	5
CC(CN1C(C)CCCC1C)OC(=O)c1cccc(F)c1 (stereo unspecified)	-16	8	-33	4	-17	2	1.1	-3	-3	-0.2	0
COc1ccc(C(NC(=O)C2CCN(Cc3ccc(Oc4ccccc4)cc3)CC2)c2ccccn2)cc1 (stereo unspecified)	-9	-14	7	1	1	10	-0.9	-4	nt	1.1	nt
COc1ccc(-c2cnc3c(NC(C)=O)cc(-c4ccc(C(=O)NC5CC5)cc4)cn23)cc1OC	-11	2	3	-15	2	36	1.2	-2	nt	1.2	nt
COc1ccc2[nH]c(=O)c(CN(Cc3ccc4c(c3)OCO4)C(C)=O)cc2c1	nt	22	16	7	7	21	-2.7	7	-4	0.3	1
CSc1nncn1/N=C/c1ccc2c(c1)OCO2	-4	-23	-25	-1	3	-17	-0.7	0	-2	-0.1	-4
Cc1onc(-c2ccccc2Cl)c1C(=O)Nc1ccc(N2CCOCC2)cc1	nt	0	9	-1	-5	-10	-0.9	-1	2	-0.1	-9
Cc1ccc(S(=O)(=O)N2CCCCC2)cc1NC(=O)c1ccc(Cl)nc1	-2	20	12	20	2	12	-2.1	-3	1	-0.1	4
NC(=O)c1ccc(NC(=O)C2COc3ccccc3O2)cc1 (stereo unspecified)	-2	-25	-41	-2	28	-19	3.1	-14	3	-0.1	-19
COc1ccc(-c2csc(C3=C(O)CN(Cc4ccc(S(N)(=O)=O)cc4)C3=N)n2)cc1OC	-6	3	-37	-5	0	18	2.3	2	1	0.1	-8
Cc1cccc(C)c1NC(=O)N1CC=CCC1	-13	15	-19	-8	-6	0	0.7	7	nt	-0.1	-2
O=C(NCC1CCCO1)c1nnc(Cc2ccc(F)cc2)o1 (stereo unspecified)	-5	1	-14	-3	nt	16	-0.1	1	4	0.1	-2
O=S(=O)(NCc1cn2ccccc2n1)c1ccccc1F	3	-24	-4	0	6	-1	1.7	-2	1	-0.1	-12
Cc1cccc(OCC(=O)Nc2nnc(S(=O)(=O)N3CCCCCC3)s2)c1	-6	10	-36	7	4	8	-1.0	5	-2	-0.1	8

Retrieved by structure from the list above (3):
SMILES	CaV13 FRET inh	HIF-2a inh	NR2E3 ag-1	PDI turbidity	Vif imaging	Peg3 promoter	iPSC survival up	Granule exo inh	NR2E3 ag-2	aDG glyco act	TRPM1 prom inh
Cc1onc(-c2ccccc2Cl)c1C(=O)Nc1ccc(N2CCOCC2)cc1	nt	0	9	-1	-5	-10	-0.9	-1	2	-0.1	-9
Cc1cccc(C)c1NC(=O)N1CC=CCC1	-13	15	-19	-8	-6	0	0.7	7	nt	-0.1	-2
COc1cccc(CNC(=O)Cc2ccc(-c3ccccc3)cc2)c1	-5	-4	-33	6	13	18	2.0	29	0	-0.1	-15

Filtered by structure, the entries above with fluorine (4)
SMILES	CaV13 FRET inh	HIF-2a inh	NR2E3 ag-1	PDI turbidity	Vif imaging	Peg3 promoter	iPSC survival up	Granule exo inh	NR2E3 ag-2	aDG glyco act	TRPM1 prom inh
CCCC(CCC)=NNC(=O)c1ccccc1F	-5	-53	-77	-5	-1	-2	1.5	-4	2	0.7	-4
CC(CN1C(C)CCCC1C)OC(=O)c1cccc(F)c1 (stereo unspecified)	-16	8	-33	4	-17	2	1.1	-3	-3	-0.2	0
O=C(NCC1CCCO1)c1nnc(Cc2ccc(F)cc2)o1 (stereo unspecified)	-5	1	-14	-3	nt	16	-0.1	1	4	0.1	-2
O=S(=O)(NCc1cn2ccccc2n1)c1ccccc1F	3	-24	-4	0	6	-1	1.7	-2	1	-0.1	-12

The list goes on.
SMILES	CaV13 FRET inh	HIF-2a inh	NR2E3 ag-1	PDI turbidity	Vif imaging	Peg3 promoter	iPSC survival up	Granule exo inh	NR2E3 ag-2	aDG glyco act	TRPM1 prom inh
CCOC(=O)C1CCN(C(=O)C2c3ccccc3C(=O)N(C)C2c2ccc(OC)cc2)CC1 (stereo unspecified)	-3	6	-41	1	-2	14	-2.5	0	-2	0.2	-6
CC1=CC(C)(C)NC(=S)N1c1cccc2cc(S(=O)(=O)O)ccc12	-4	9	-15	-2	-3	-8	-0.3	8	-2	0.0	13
COc1ccccc1-c1cnc(C(O)c2ccc(C)c(F)c2)[nH]1 (stereo unspecified)	-5	0	17	2	-19	5	-0.9	-3	nt	-0.1	nt
CC1CCN(c2ccc(C(=O)O)cc2NS(=O)(=O)c2ccc(Br)cc2)CC1	-5	6	30	-4	-9	6	-1.8	-3	0	-0.1	6
CNC(=O)Nc1ccc2nc(C)oc2c1	-21	0	9	7	15	5	0.3	-2	-3	0.1	9
Cc1ccc(C(=O)CC(C(=O)O)c2cn(CCC#N)c3ccccc23)cc1 (stereo unspecified)	-4	-3	10	2	2	-2	0.1	28	4	-0.2	-5
Cc1cc(=O)oc2c3c(cc(OCC(=O)NCC(=O)N[C@H](C(=O)O)C(C)C)c12)OC(C)(C)CC3	-4	26	-12	2	-3	11	1.4	-3	2	0.0	-14
Cc1[nH]n(-c2ccccc2)c(=O)c1/C=C1/C=c2ccccc2=N1	9	-87	-10	-9	-6	-129	-0.1	-3	nt	0.5	-16
O=C(O)CC1(CC(=O)N2CCOCC2)CCCC1	-3	16	-30	7	9	6	-0.1	-2	4	-0.2	12
COc1ccc(OCCC(=O)OCC(=O)Nc2cccc(S(=O)(=O)N3CCOCC3)c2)cc1	-6	13	11	1	6	2	0.6	2	-2	0.5	8
CCOC(=O)N1CCN(C(=O)c2cn(CCOC)c(=O)c3c2c2ccccc2n3C)CC1	-3	19	-11	2	-3	10	-1.8	0	4	0.1	-1
CCc1nc(Nc2cccc(OC)c2)c2oc3ccccc3c2n1	-3	-85	-26	-5	-14	2	1.0	0	0	-0.1	-11

Assay outcomes as filed in PubChem.

An unsorted share of the library; about 3.5% have a hit in one of these screens.
